From PubChem
Sm TGR inh: S. mansoni TGR enzyme inhibition | purified TGR, DTNB reduction, TNB absorbance 405 nm | Potency, µM (highest dose often 114 µM), inactives show at the highest dose activity change, negative = inhibition, actives largely listed as inhibitors | actives 3% (n = 360,000) | AID 485364; note: potency is the fitted concentration of half-maximal effect; nearly all actives have a fitted effect of over 60% in size
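Kinetic colorimetric format: TGR-catalysed, NADPH-driven DTNB reduction monitored via TNB absorbance. Enzyme dispensed at 20 nM; compound exposure 15 min at room temperature before reaction start.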
AMA1 RON2 block: inhibitors of Plasmodium falciparum AMA1-RON2 interaction | AlphaScreen AMA1-biotinylated RON2 peptide binding | Potency, µM (top dose mostly 58.2 µM), for the others: top-dose activity change, negative = inhibition, usual class: inhibitors | actives 0.2% (n = 360,000) | AID 720542;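 note: potency is the fitted concentration of half-maximal effect; 0% = vehicle wells and -100% = peptide control; nearly all actives have a fitted effect of over 45% in size; some results filed as inactive show a strong effect at the top dose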
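AMA1 (3D7) with his tag at 25 nM final met compounds first, then biotinylated RON2 peptide at 25 nM; detection used donor plus acceptor beads, 10 µg/mL apiece, read by AlphaScreen after 30 min at room temperature.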
Giardia FBPA inh: inhibitors of Giardia lamblia fructose-1,6-bisphosphate aldolase. A8B2U2. purified Giardia FBPA. Potency, µM (titrated, usually from 59.6 µM), inactives show at the highest dose activity, negative = inhibition, usual class: inhibitors. actives 0.71% (n = 290,000); note: potency is the fitted concentration of half-maximal effect; nearly all actives have a fitted effect of over 55% in size
Target sequence (A8B2U2 whole entry, looked up): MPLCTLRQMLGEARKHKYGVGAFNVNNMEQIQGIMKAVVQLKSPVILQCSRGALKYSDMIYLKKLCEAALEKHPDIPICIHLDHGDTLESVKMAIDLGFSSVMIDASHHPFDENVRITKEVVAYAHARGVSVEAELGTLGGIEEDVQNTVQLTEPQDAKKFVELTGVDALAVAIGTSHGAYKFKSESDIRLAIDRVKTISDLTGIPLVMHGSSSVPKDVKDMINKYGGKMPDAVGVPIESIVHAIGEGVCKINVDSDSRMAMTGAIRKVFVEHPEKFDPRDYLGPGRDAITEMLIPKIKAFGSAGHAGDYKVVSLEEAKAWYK
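40 nM FBPA preincubated 10 min at RT with compound (up to 57.5 uM final), then substrate plus GAPDH/TPI/NAD/arsenate coupling and diaphorase/resazurin added. Fluorescence read after 20 min at RT, 525/598 nm.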
AmpC inh detg: blocks E. coli AmpC beta-lactamase in detergent assay; P00811; AmpC hydrolysis of nitrocefin, absorbance 480 nm, 0.01% Triton; Potency, µM (titrated, usually from 114 µM), for the others: top-dose activity change, negative = inhibition, actives largely listed as inhibitors; actives 0.041% (n = 370,000); AID 485294;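 note: potency is the fitted concentration of half-maximal effect; 0% = no-compound wells and -100% = no-enzyme wells; nearly all actives have a fitted effect of over 25% in size; some results filed as inactive show a strong effect at the top dose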
Target sequence (P00811 whole entry, looked up): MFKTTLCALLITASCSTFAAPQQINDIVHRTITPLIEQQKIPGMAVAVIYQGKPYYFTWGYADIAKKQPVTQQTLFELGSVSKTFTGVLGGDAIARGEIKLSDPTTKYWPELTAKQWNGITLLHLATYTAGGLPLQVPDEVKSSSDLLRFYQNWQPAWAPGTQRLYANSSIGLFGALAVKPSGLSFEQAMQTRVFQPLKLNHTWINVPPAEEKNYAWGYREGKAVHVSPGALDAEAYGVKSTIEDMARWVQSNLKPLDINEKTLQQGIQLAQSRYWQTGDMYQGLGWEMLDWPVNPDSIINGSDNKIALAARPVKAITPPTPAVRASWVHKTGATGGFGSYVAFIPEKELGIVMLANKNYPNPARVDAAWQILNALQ
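20 mM phosphate pH 7.0 + 0.01% (detergent screen) or 0.0001% Triton X-100; 5.3 nM AmpC reagent; cpd preinc 15 min RT; nitrocefin (800 uM stock) to start; A480 q20 s × 4 min; Activity was normalised to no-enzyme and no-compound control wells.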
HCMV antiviral: inhibitors of human cytomegalovirus; HFF cells, HCMV-luciferase reporter, 72 h; active compounds read low; activity change, negative = inhibition, % at 57.5 µM; actives 4.5% (n = 410,000); AID 1259415; in the data active = activity change below about -60%; inconclusive = no clear call, values can overlap the other calls; inactive = above about -39%
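Inhibition of viral replication was scored as loss of reporter luminescence in HFFs infected with HCMV-luciferase (MOI 1 PFU/cell) for 72 h; compounds tested at 2 doses, normalized to buffer and Salinomycin controls.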
HCV inhibitor: blocks hepatitis C virus | Huh7.5.1 HCVcc-Cre infection, luciferase reporter, 44 h | Potency, µM (titrated, usually from 41.8 µM), for the others: at the highest dose activity change, negative = inhibition, actives largely listed as inhibitors | actives 3.4% (n = 340,000); note: potency is the fitted concentration of half-maximal effect
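HCVcc-Cre virus at an moi near 0.5 was added right after compound to cells cultured 4 h from seeding (1,000 cells/well). Luciferase activity was determined 44 h later, 15 min after substrate addition at RT.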
Active calls of the source: *; u = inconclusive; x = no result given; & = joins results of further samples; [ ] = dose if it differs, or a comment. Unless noted, calls come from the whole dose curve; as a rule, active = well fitted curve in the direction sought with a large enough effect; inconclusive = small, poorly fitted or top-dose-only effect, or another doubt; inactive = no such curve, though single readings can be large; an effect the other way counts as inactive or inconclusive. Unless noted, % is set by controls: 0 for no effect and ±100 for the full control effect.

Below each compound – Sm TGR inh, AMA1 RON2 block, Giardia FBPA inh, AmpC inh detg, HCMV antiviral, HCV inhibitor
Cc1ccc(C(=O)NCCN2C3=NC[C@H](C)N3C[C@H]2Cc2ccc(O)cc2)cc1Br
    -5%, -2%, 0%, -8%, -21, 4%
CC(C)N(Cc1nc(-c2ccccc2)no1)S(=O)(=O)c1ccccc1
    35%, 17%, 14%, 6%, -13, u
Cc1c(C(=O)NC2CC(=O)N(c3ccc4c(c3)OCCO4)C2)cccc1[N+](=O)[O-] (stereo unspecified)
    3%, 3%, x, -19%, -27, -1%[8.37 µM]
CCCCc1ccc(-c2csc(/C(C#N)=C/c3ccc(C)o3)n2)cc1
    -3%, 29%, -2%, 1%, 14, -22%
CN(C1CCCCC1)S(=O)(=O)c1ccc(-n2cnnn2)cc1
    0%, -13%, 8%, -5%, 3, 15%
Cc1cccc(C)c1NC(=O)C1(NC(=O)Cn2cccc([N+](=O)[O-])c2=O)CCCCC1
    -17%, 1%, 7%, -2%, -31, 4%
CN(C)c1ccc(/C=C/C(O)=C2/C(=O)N(C)C3(C)CC2c2ccccc2O3)cc1 (stereo unspecified)
    u, x, -1%, -10%, x, 16%
N/C(CN1CCCC1=O)=N\OC(=O)c1ccccc1Cl
    10%, -3%, 0%, 1%, 42, 2%
Clc1ccc(-c2csc(-c3nc(-c4ccc(Br)s4)cs3)n2)cc1
    0%, x, x, 17%, 1, x
COc1nc(N2CCCC2)nc(-n2nnc(C(C)=O)c2C)n1
    -2%, 5%, 2%, -12%, 6, -4%
Oc1ccc(-c2nc3ccc4ccccc4c3c3c2CCC3)cc1O
    -8%, -6%, -28%, -7%, 17, u
CCCCNC(=O)NCc1cnn(C)c1C
    -6%, 1%, 0%, u, -23, 33%[activator]
CN1CCN(S(=O)(=O)c2cccc(C(=O)Nc3sc4c(c3-c3nc5ccccc5[nH]3)CCCC4)c2)CC1
    -8%, 15%, -1%, -10%, 66, 3.5µM*
CCOc1cc(C2C3=C(CC(C)(C)CC3=O)N(CCCOC)C3=C2C(=O)CC(C)(C)C3)ccc1OC
    0%, 0%, -2%, -17%, -21, 7%
CC(=O)c1ccc(NC(=O)c2ccc3snnc3c2)cc1
    -1%, -5%, -4%, -6%, 1, -7%
CC(C)NC[C@@H](O)COc1cccc2ccccc12
    -8%, 0%, -2%, u, u, -14%
COc1ccc(/C=N/NC(=O)c2ccccc2OC)cc1COc1ccc(C)cc1
    6%, -14%, -6%, u, 140, -16%
NC(=O)C1CCN(c2ccc([N+](=O)[O-])cc2Cl)CC1
    66%[activator], 6%, 1%, -3%, u, 15%
Cc1ccccc1-c1noc(CSc2nc(-c3ccc(F)cc3)cc(=O)[nH]2)n1
    4%, x, x, -3%, 0, x
COc1ccc(-c2nc(N)n(C(=O)c3cccs3)n2)cc1
    5%, 9%, 3%, 2%, -25, -4%
CC(C)CN=CC1=C(O)c2ccccc2C1=O
    0%, 14%, 3%, -1%, 60, 25%
O=S(OCCN1CCOCC1)C(c1ccccc1)c1ccccc1 (stereo unspecified)
    x, -5%, x, x, 8, 5%
CCOc1ccc(NC(=O)c2cnc3ccccn3c2=O)cc1
    3%, x, x, 3%, 23, x
C#CCOCCOCCOCCNc1nc(N2CCN(C(=O)[C@H](CCCCN)n3cc([C@@H](N)C(C)CC)nn3)CC2)nc(N2CCN(C(=O)[C@H](CCCCN)n3cc([C@@H](N)CC(C)C)nn3)CC2)n1 (stereo partly specified)
    40µM*, 26%, -1%, 11%, u, 16%
CCc1nc(CN2CCCC(C(=O)c3ccc4c5c(cccc35)CC4)C2)c(C)[nH]1 (stereo unspecified)
    -33%, -3%, -8%, 6%, u, 10µM*
CCOc1ccc(-n2ccnc2SCC(=O)NCc2ccc3c(c2)OCO3)cc1
    6%, -19%, 0%, 5%, x, -20%
CCOC(=O)c1cccc(NC(=O)NCc2cccn2Cc2ccccc2)c1
    -11%, x, x, -8%, -11, x
CCOc1ccccc1NC(=O)c1sc2nc3c(cc2c1N)CN(Cc1ccccc1)CC3
    -3%, x, x, 16%, -15, x
COc1ccc(/C=C/C(=O)OCC(=O)Nc2c(C)cccc2C)cc1
    -5%, -1%, 4%, u, -24, 6%
CCC(C)Sc1cccc(-c2nc3cc(C)ccn3c2NCc2ccccc2)c1 (stereo unspecified)
    4%, 19%&16%, x, -4%, -23&-32, u
Cc1ccc(Cn2ccsc2=NC(=O)COC(=O)c2ccc(O)cc2O)cc1
    -11%, -14%, -5%, -2%, -79*, 11µM*
CCNC(=O)NC(=O)C(C)OC(=O)CCCSc1nc2ccccc2s1 (stereo unspecified)
    8%, -3%[11.6 µM], -2%, -2%, -9, 14%
Nc1nonc1-n1nnc(C(=O)N/N=C/c2ccco2)c1CSc1ccccc1
    -15%, 108%[activator], 8%, -15%, -5, 0%
COC(=O)c1cccc(NC(=O)c2ccc3c(c2)C(=O)N(Cc2cccnc2)C3=O)c1C
    0%, 7%, x, -7%, -7, 7%
OCc1nc2ccccc2n1CCCOc1ccc(Br)cc1
    4%, -5%, 22%, -2%, 13, -6%
CCOC(=O)c1ccccc1NC(=O)CSc1nnc(COc2ccccc2C)n1C
    5%, -11%, -5%, -2%, 1, u
CC(=O)C1(O)C(C)CC2C3CC(F)C4(O)CC(O)CCC4(C)C3CCC21C (stereo unspecified)
    x, -4%, x, x, -26, -2%
COc1ccc(C(C)=O)cc1COC(=O)CCNS(=O)(=O)c1ccc(C)c(C)c1
    u, 0%, x, -9%, -28, 2%
CCCN(CCC)S(=O)(=O)c1nc2nc(C)cc(C)n2n1
    u, 1%, 10%, 1%, u, 18%
COC(=O)c1cc(Sc2c(Cl)cccc2Cl)ccn1
    x, -8%, 0%, -6%, -39, 14%
COc1ccc([N+](=O)[O-])cc1NS(=O)(=O)c1ccc(C(=O)N2CCCC2)cc1
    -14%, -9%[11.6 µM], x, -10%, u, 28%
O=C(O)C1Cc2ccccc2-c2ccccc2C1
    -3%, -2%, 1%, -6%, 27, 19%
COc1ccc(CC(=O)Nc2ccc(S(=O)(=O)N(C)C3CCN(C)CC3)cc2)cc1
    1%, 3%, x, -9%, -5, 0%
CC(C)Cn1c(N)c(C(=O)COC(=O)c2cnccn2)c(=O)n(C)c1=O
    -7%, -5%, x, -19%, -37, u
CCc1ccc(-c2cc(C)no2)cc1S(=O)(=O)N1CCCN(Cc2ccc(F)cc2)C1
    2%, -3%, 1%, u, 0, 10µM*

For reference, seven of the compounds above:
Below each compound – Sm TGR inh, AMA1 RON2 block, Giardia FBPA inh, AmpC inh detg, HCMV antiviral, HCV inhibitor
OCc1nc2ccccc2n1CCCOc1ccc(Br)cc1
    4%, -5%, 22%, -2%, 13, -6%
CCOC(=O)c1ccccc1NC(=O)CSc1nnc(COc2ccccc2C)n1C
    5%, -11%, -5%, -2%, 1, u
CC(=O)C1(O)C(C)CC2C3CC(F)C4(O)CC(O)CCC4(C)C3CCC21C (stereo unspecified)
    x, -4%, x, x, -26, -2%
COc1ccc(C(C)=O)cc1COC(=O)CCNS(=O)(=O)c1ccc(C)c(C)c1
    u, 0%, x, -9%, -28, 2%
CCCN(CCC)S(=O)(=O)c1nc2nc(C)cc(C)n2n1
    u, 1%, 10%, 1%, u, 18%
COC(=O)c1cc(Sc2c(Cl)cccc2Cl)ccn1
    x, -8%, 0%, -6%, -39, 14%
COc1ccc([N+](=O)[O-])cc1NS(=O)(=O)c1ccc(C(=O)N2CCCC2)cc1
    -14%, -9%[11.6 µM], x, -10%, u, 28%

(list continues)
Abbreviations: A = Sm TGR inh; B = AMA1 RON2 block; C = Giardia FBPA inh; D = AmpC inh detg; E = HCMV antiviral; F = HCV inhibitor
CC1(C)C(=O)OC(c2c(F)c(F)c(F)c(F)c2F)C2(CCCCC2)C1=O (stereo unspecified)
  A: -1%	B: -9%	C: 0%	D: u	E: 8	F: 6%

O=C(NCc1cccs1)c1noc2c1CCCCC2
  A: -5%	B: 5%	C: 3%	D: 1%	E: 14	F: 5%

C[N+]1(CC2COC3(CCCCC3)O2)CCCC1 (stereo unspecified)
  A: 12%	B: 8%	C: -1%	D: -9%	E: -15	F: 38%[activator]

CCOC(=O)C1CCN(Cc2cc(C(C)(C)C)c(O)c(C(C)(C)C)c2)CC1
  A: 11µM*	B: -10%	C: -22%	D: -2%	E: -6	F: 6%

Cc1oc2ncn(CC(C)C)c(=O)c2c1C(=O)Nc1cccc(C(F)(F)F)c1
  A: 0%	B: x	C: x	D: -1%	E: 9	F: x

CC(C)(Oc1ccc(Cl)cc1)C(=O)NC1CCSC1=O (stereo unspecified)
  A: 3%	B: 1%	C: -1%	D: -13%	E: -27	F: 1%

CCN1CCCC1CN=Cc1c(O)n(-c2ccccc2)c(=O)c2ccccc12 (stereo unspecified)
  A: u	B: -1%	C: 0%	D: 0%	E: -7	F: -27%

CCc1nnc(NC2=NCCC2)s1
  A: 9%	B: 57%[activator]	C: 19%	D: u	E: 1	F: 12%

O=C(CSc1nnc(COc2ccccc2)n1Cc1ccco1)Nc1ccc2c(c1)OCCO2
  A: -9%	B: -1%	C: -2%	D: -9%	E: -6	F: -3%&12%

Cc1csc(Sc2nc3c(c(=O)[nH]c(=O)n3C)n2Cc2ccccc2Cl)n1
  A: 0%	B: -8%	C: 26%	D: -5%	E: 9	F: -3%

Cc1ccc2nc(-c3ccccc3)c(CN3CCOCC3)n2c1
  A: -14%	B: -7%	C: 5%	D: 1%	E: 23	F: 0%

Cc1cc2c(cc3c(SCc4cccc(F)c4)nnc(C)n32)o1
  A: 26%	B: x	C: x	D: 11%	E: -36	F: x

Single records, from the list above.
Record of C[N+]1(CC2COC3(CCCCC3)O2)CCCC1 (stereo unspecified) = Sm TGR inh: 12%; AMA1 RON2 block: 8%; Giardia FBPA inh: -1%; AmpC inh detg: -9%; HCMV antiviral: -15; HCV inhibitor: 38%[activator]
Record of CC(C)N(Cc1nc(-c2ccccc2)no1)S(=O)(=O)c1ccccc1 = Sm TGR inh: 35%; AMA1 RON2 block: 17%; Giardia FBPA inh: 14%; AmpC inh detg: 6%; HCMV antiviral: -13; HCV inhibitor: u

Looked up above:
Reading for C[N+]1(CC2COC3(CCCCC3)O2)CCCC1 (stereo unspecified) in HCV inhibitor: 38%[activator]
Reading for Cc1ccc2nc(-c3ccccc3)c(CN3CCOCC3)n2c1 in AMA1 RON2 block: -7%
